Screening results (PubChem)
PAD4 FP inh = blocks human protein arginine deiminase 4. Q9UM07. recombinant PAD4, RCA probe fluorescence polarization. inhibition, % at 6.36 µM. hit rate 0.41% among 330,000;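 active = percent inhibition above a cutoff equal to the mean of all tested compounds plus 3 SD, cut at about 15% in these data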;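 also: 0% = PAD4 with RCA probe and DMSO and 100% = probe without PAD4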
PME-1 inh = PME-1 (human) inhibition | Q9Y570 | recombinant PME-1, FP-Rh probe fluorescence polarization | inhibition, % at 5.9 µM | hit rate 0.53% among 320,000;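 active = inhibition above the campaign mean of all compounds plus 3 SD, cut at about 26% in these data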;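 also: competitive labeling of PME-1 active site by serine hydrolase directed probe; 0% = PME-1 with DMSO and 100% = wells lacking PME-1 enzyme; inhibitors block probe labeling so polarization falls and inhibition rises; many of its hits are not listed in these tables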
LYPLA2 counter = counter-screen for PME1 inhibitors: inhibitors of human LYPLA2. recombinant LYPLA2, FP-Rh probe fluorescence polarization. hit rate 0.38% among 320,000. inhibition, % at 5.9 µM. O95372. AID 2177;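 active = inhibition above the screen-wide mean plus 3 SD, limit set per campaign, cut at about 26% in these data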;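 also: 0% = LYPLA2 with DMSO and 100% = wells lacking LYPLA2 enzyme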
Target sequence (O95372 whole entry, looked up): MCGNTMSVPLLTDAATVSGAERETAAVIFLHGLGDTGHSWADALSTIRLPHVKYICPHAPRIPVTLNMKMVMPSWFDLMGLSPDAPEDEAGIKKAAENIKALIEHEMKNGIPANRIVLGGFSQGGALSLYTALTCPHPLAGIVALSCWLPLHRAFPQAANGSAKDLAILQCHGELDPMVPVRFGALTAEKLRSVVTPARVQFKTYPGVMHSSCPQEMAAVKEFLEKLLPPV
GSTO1 counter = GSTO1 inhibition, counter-screen for RBBP9 inhibitors; P78417; recombinant GSTO1, activity-based probe fluorescence polarization; hit rate 1.1% among 300,000; AID 1974; inhibition, % at 5.96 µM;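 active = inhibition above the campaign mean inhibition plus 3 SD, cut at about 35% in these data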;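 also: 0% = GSTO1-1 with DMSO and 100% = wells lacking GSTO1-1 enzyme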
PAFAH1B3 FP inh = PAFAH1B3 (human) inhibition; Q15102; recombinant PAFAH1B3, FP-rhodamine probe, fluorescence polarization; inhibition, % at 3.39 µM; hit rate 0.28% among 340,000; AID 492972;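 active = inhibition above the screen-wide average of all tested compounds plus 3 SD, cut at about 25% in these data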;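 also: 0% = enzyme with DMSO only and 100% = wells lacking PAFAH1B3 protein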
PREPL inhibitor = inhibits the human prolyl oligopeptidase-like enzyme. AID 2751. hit rate 0.68% among 320,000. inhibition, % at 5.96 µM. recombinant PREPL, fluorescence polarization activity-based probe; in the data active = inhibition above about 43%;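 also: 0% = enzyme with DMSO and 100% = wells lacking enzyme; many of its hits are not listed in these tables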
pPAFAH inh = inhibitors of human plasma PAF acetylhydrolase (pPAFAH) | recombinant pPAFAH, FP-rhodamine probe fluorescence polarization | inhibition, % at 3.39 µM | hit rate 1.5% among 330,000;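 active = inhibition above the mean inhibition across the screen plus 3 SD, cut at about 25% in these data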;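 also: inhibitors block binding of the rhodamine activity-based probe so polarization drops; 0% = enzyme with DMSO and 100% = wells lacking pPAFAH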
Target sequence (Q13093 whole entry, looked up): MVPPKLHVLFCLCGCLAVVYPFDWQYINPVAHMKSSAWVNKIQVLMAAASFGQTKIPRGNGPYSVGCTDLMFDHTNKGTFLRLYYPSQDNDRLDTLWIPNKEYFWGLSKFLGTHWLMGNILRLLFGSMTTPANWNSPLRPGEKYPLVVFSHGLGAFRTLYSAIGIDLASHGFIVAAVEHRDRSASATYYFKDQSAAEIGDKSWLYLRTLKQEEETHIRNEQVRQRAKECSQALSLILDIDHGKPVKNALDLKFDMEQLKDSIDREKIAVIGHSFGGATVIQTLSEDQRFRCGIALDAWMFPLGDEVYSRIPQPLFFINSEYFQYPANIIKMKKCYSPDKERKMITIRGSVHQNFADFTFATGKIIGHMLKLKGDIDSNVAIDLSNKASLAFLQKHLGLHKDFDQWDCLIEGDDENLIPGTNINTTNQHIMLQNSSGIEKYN
PAFAH1B2 FP inh = inhibitors of human PAFAH1B2; recombinant PAFAH1B2, FP-rhodamine activity probe, fluorescence polarization; inhibition, % at 3.39 µM; P68402; hit rate 1.2% among 340,000;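 active = inhibition above the mean of all tested compounds plus 3 SD, cut at about 24% in these data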;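 also: 0% = enzyme with DMSO and 100% = wells lacking PAFAH1B2; many of its hits are not listed in these tables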
LYPLA1 counter = LYPLA1 (human) inhibition in PME1 counter-screen | AID 2174 | recombinant LYPLA1, FP-Rh probe fluorescence polarization | O75608 | inhibition, % at 5.9 µM | hit rate 0.16% among 320,000;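 active = inhibition above the mean of all tested compounds plus 3 SD, set per campaign, cut at about 14% in these data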;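 also: inhibitors block serine hydrolase probe labeling of LYPLA1 so polarization falls; 0% = enzyme with DMSO and 100% = wells lacking LYPLA1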
Target sequence (O75608 whole entry, looked up): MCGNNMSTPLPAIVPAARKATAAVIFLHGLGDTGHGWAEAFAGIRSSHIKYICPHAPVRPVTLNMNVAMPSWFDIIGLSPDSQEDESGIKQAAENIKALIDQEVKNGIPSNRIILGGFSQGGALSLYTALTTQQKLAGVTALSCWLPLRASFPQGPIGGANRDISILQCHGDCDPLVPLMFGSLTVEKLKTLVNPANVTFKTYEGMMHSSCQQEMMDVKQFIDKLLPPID
Starred values were filed as active, the others as inactive; / = no result given. Some of the compounds tested; rates above refer to the full screens.

SMILES	PAD4 FP inh	PME-1 inh	LYPLA2 counter	GSTO1 counter	PAFAH1B3 FP inh	PREPL inhibitor	pPAFAH inh	PAFAH1B2 FP inh	LYPLA1 counter
CCOC(=O)C1=CN(Cc2cccc(F)c2)S(=O)(=O)N(CC)C1c1ccc2ccccc2c1 (centres undefined)	5	/	/	/	5	/	2	2	/
CC(c1ccccc1)N1C(=O)C2C3C=CC(C4CC34)C2C1=O (centres undefined)	-6	3	2	-2	8	2	-2	5	0
O=C(CC1OC(=O)c2ccccc21)NNC(=O)c1ccc(F)cc1 (centres undefined)	3	-8	0	/	1	-3	3	3	-2
CCOC(=O)C1CCN(C(=O)C2CCN(c3nn4c(=O)cc(C)nc4s3)CC2)CC1	1	-6	-2	-2	7	-2	0	2	1
Cc1ccc2[nH]c(=O)c(CN(CC3CCCO3)C(=O)c3cccs3)cc2c1 (centres undefined)	1	-3	1	2	14	-9	3	1	-1
CCNC(=S)Nc1ccc(S(=O)(=O)Nc2cc(C)nc(C)n2)cc1	0	-11	-3	-10	7	-3	-5	2	-2
COc1cc(OC)cc(C(=O)OCC(=O)Nc2ccc(F)cc2F)c1	-2	-4	1	-1	13	0	2	1	1
O=C(Nc1cccnc1Cl)C1c2ccccc2Oc2ccccc21	-5	-2	0	-1	4	5	4	3	-6
Cc1cc(C)cc(NC(=O)c2ccc(CNc3c(N4CCCC4)c(=O)c3=O)cc2)c1	3	4	0	0	1	2	6	5	-2
CCC(CO)Oc1cc(NC(=O)c2ccccc2F)c2ncn(C(C)C)c2c1 (centres undefined)	-8	/	/	/	-2	15	-2	5	/
COc1ccccc1N(CC(=O)NCCSCc1ccc(C)cc1)S(=O)(=O)c1ccccc1	0	8	-6	1	1	8	2	27*	-5
CCOCCCNC(=O)CN1C(=O)CSc2ccccc21	2	-11	1	0	-1	18	-2	1	-4
CCOc1ncccc1C(=O)Nc1ccc(S(=O)(=O)N2CCCC2)cc1	-1	3	0	11	1	-2	0	0	0
O=C(NC1CCN(C(=S)Nc2ccc(Cl)cc2)CC1)C1CCCCC1	-1	0	-3	2	-4	7	-1	-3	-1
O=C(Nc1cccc(Cl)c1)c1cccnn1	7	2	2	5	9	-7	6	6	2
COc1cc2ccccc2cc1C(=O)NC(=S)Nc1cccc(C(=O)O)c1	2	-17	-4	-5	/	-5	-5	/	-5
CC(C)C(NC(=O)Nc1ccccc1)C(=O)Nc1cccc(S(=O)(=O)N(C)C)c1 (centres undefined)	0	-1	-7	8	9	-4	8	-4	-2
CCn1ccc(C(=O)Nc2ccsc2C(=O)OC)n1	-4	-4	-4	0	3	-1	-3	0	-2
CCCn1nnnc1SCC(=O)N1CCCC1	0	-3	-6	-7	1	10	-7	6	-9
N#Cc1c(C(F)(F)F)cc(-c2ccccc2)nc1SCCN1CCOCC1	-1	-8	0	6	8	-7	24	-1	-1
O=C(OC(C(=O)NC1CCCCC1)c1ccccn1)c1cccs1 (centres undefined)	-3	-2	3	3	-3	13	0	0	-2
COc1ccc(S(N)(=O)=O)cc1C(N)=O	1	-2	17	2	16	-4	-1	-7	1
CCCCn1c(N)c(N(CCOC)C(=O)C2CCN(S(=O)(=O)c3ccc(Cl)cc3)CC2)c(=O)[nH]c1=O	-1	9	0	7	0	15	-1	13	-5
O=C(C[n+]1ccccc1)N/N=C/c1cccc(Cl)c1Cl	-2	-3	2	4	9	28	10	-6	-2
CC(O)CNc1nc2sc3c(c2c(=O)n1Cc1ccco1)CCCCC3 (centres undefined)	3	4	-2	3	5	6	16	3	-2
Further records follow.
SMILES	PAD4 FP inh	PME-1 inh	LYPLA2 counter	GSTO1 counter	PAFAH1B3 FP inh	PREPL inhibitor	pPAFAH inh	PAFAH1B2 FP inh	LYPLA1 counter
COc1ccc(CNC(=O)CCn2c(=O)[nH]c3ccccc3c2=O)cc1	0	6	-1	1	2	2	7	0	-2
COc1cc(NS(=O)(=O)c2ccc(NC(=O)c3cccnc3)cc2)ncn1	-9	1	-4	2	10	9	4	5	0
CCN(CC(=O)NCCc1ccc(S(N)(=O)=O)cc1)Cc1nc2cc(OC)c(OC)cc2c(=O)[nH]1	-8	2	8	4	4	2	7	0	4
CCOC(=O)c1cc2c(ccn2-c2ccc(F)cc2)n1CC(=O)N(CC)CC	-6	-3	5	4	-3	21	4	4	0
O=C(Cc1ccc([N+](=O)[O-])cc1)N1CCCc2ccccc21	-4	-6	12	4	5	-9	-7	9	4
Cc1ccc(S(=O)(=O)c2ccccc2)cc1S(=O)(=O)N1CCOCC1	-3	1	-1	6	-3	12	21	2	0
O=C(CSc1nncn1-c1ccccc1)N1CCCC1	-2	3	1	-1	-1	0	3	4	0
COc1cc(-n2c(C)nc3cc(C(=O)N4CCOCC4)ccc32)cc(OC)c1OC	-5	-2	-5	-1	1	10	-1	3	-1
Cc1ccccc1NC(=O)c1cnc2ccccn2c1=O	-2	5	-3	-8	6	6	3	-3	-4
CC(c1nnc(Sc2nnnn2-c2ccccc2)n1-c1ccc(F)cc1)N(C)C (centres undefined)	4	3	5	3	-3	7	0	-5	2
CCN1CCN(CCCNC(=O)Cn2cc3c(n2)CCCC3)CC1	5	3	2	5	0	8	2	-6	0
CCOc1cc(NS(=O)(=O)c2ccc(Cl)cc2)c(OCC)cc1NC(=O)CC(C)C	5	16	0	-8	10	9	14	11	1
O=C(NC1CCCCC1)c1ccc(-n2cnnn2)cc1	-4	-7	-4	-4	4	-6	1	6	-1
CCOC(=O)C(C(=O)OCC)C(C)C#CCN1CCCCC1 (centres undefined)	-5	4	1	-9	10	9	7	3	-4
COCCNC(=O)C(c1ccc(F)cc1)N(C(=O)CCC(=O)Nc1ccccn1)c1cccc(C)c1 (centres undefined)	0	-3	-1	4	5	5	-5	-1	2
Cn1c(=O)n(C)c2cc([N+](=O)[O-])c(N3CCN(C(=O)c4ccc(Cl)cc4)CC3)cc21	-1	-7	4	-3	3	12	3	0	2
O=C1CSC(c2cn(-c3ccccc3)nc2-c2ccc3c(c2)OCCO3)N1CCN1CCOCC1 (centres undefined)	-2	-1	9	8	3	-6	4	2	0
CCc1ncc(CN2CCCC(C(=O)Nc3ccc(-c4cscn4)cc3)C2)cn1 (centres undefined)	-3	-6	-9	-4	2	-1	2	4	-1
COCCCNC(=S)N/N=C/c1ccc(OC)cc1	0	-1	21	3	/	12	6	/	6
CC(=O)N(c1ccccc1)C1CCCC1	1	1	-2	0	4	-9	-1	13	-1
Cc1cc(C)nc(N2CCC(C(=O)NCc3cccc(C(F)(F)F)c3)CC2)n1	0	1	3	-4	-2	1	2	-1	0
Cc1ccc(C(=O)NC(=S)NNC(=O)COc2ccc([N+](=O)[O-])cc2)cc1	0	-5	7	-8	6	-3	4	5	2
Cc1cccc(OCC(=O)NCCN2CCOCC2)c1	4	3	-2	9	0	7	5	5	-1
COc1ccc(OC)c2sc(N3CCc4ccccc4C3)nc12	0	16	-5	11	1	21	15	4	4
COc1cc(NC(=O)CSc2ccc(-c3ccco3)nn2)cc(OC)c1	-2	0	-9	7	6	-17	12	2	-5
(list continues)
SMILES	PAD4 FP inh	PME-1 inh	LYPLA2 counter	GSTO1 counter	PAFAH1B3 FP inh	PREPL inhibitor	pPAFAH inh	PAFAH1B2 FP inh	LYPLA1 counter
CC1(C)CC(NC(=O)c2ccc(-c3ccc([N+](=O)[O-])cc3)o2)CC(C)(C)N1	-5	6	5	9	-1	17	0	1	3
Cc1ccccc1OCC(=O)NC1CCCCCCC1	-3	3	10	3	6	9	0	-1	4
COc1cccc(NCc2cc3c(C(C)(C)C)nn(-c4ccccc4)c3[nH]c2=O)c1	0	8	3	10	-5	14	8	4	-1
CN[C@H]1CCc2cc(OC)c(OC)c(OC)c2-c2ccc(OC)c(=O)cc21	3	-3	-5	-5	0	2	-6	0	-2
CC(C)[C@H](NC(=O)c1ccccc1)C(=O)NC1=NCCS1	-1	/	/	/	6	5	2	-2	/
C[C@H](CO)N1C[C@H](C)[C@@H](CN(C)S(=O)(=O)c2cccs2)Oc2ccc(NC(=O)c3ccncc3)cc2C1=O	-2	/	/	/	4	1	3	5	/
COc1cc(SC)ccc1C(=O)OCc1nc2ccsc2c(=O)[nH]1	1	-6	1	-3	6	-8	1	1	0
CCN1C(=O)C(NC(C)=O)c2cc(OC)ccc21 (centres undefined)	1	-2	12	-1	1	1	-1	6	2
O=C(CSc1ccccc1)Nc1ccc2c(c1)OCO2	-3	0	3	3	3	14	1	12	4
COC(=O)c1ccc(Cl)cc1N(Cc1c(F)cccc1Cl)S(C)(=O)=O	2	-3	-3	7	7	18	-3	9	0
O=C(CSC(=S)N1CCOCC1)Nc1nccs1	5	1	4	-4	5	-10	1	0	3
CCOC(=O)c1c(CN2CCN(C)CC2)oc2ccc(OC)cc12	-4	-7	2	7	3	7	1	2	0
CN(Cc1cccs1)C(=O)c1cccc(S(=O)(=O)N2CCCCCC2)c1	2	4	-1	/	-3	13	7	3	-2
Cn1c(C(C#N)C(=O)c2ccco2)nc2ccccc21 (centres undefined)	-5	-3	-1	2	11	15	7	4	2
CCOc1cc(C=O)ccc1OCC(N)=O	-1	0	4	11	-1	11	2	2	0
CNC(=O)c1c(NC(=O)C2=COCCO2)sc2c1CCC(C)C2 (centres undefined)	-2	-3	12	1	8	5	7	5	4
COc1ccc(NC(=O)C2CC(c3ccccc3Cl)=NO2)cc1 (centres undefined)	5	-2	3	9	12	-6	0	1	1
Cc1noc(C)c1NC(=O)N(C)C[C@@H]1Oc2c(NC(=O)c3ccncc3)cccc2C(=O)N([C@H](C)CO)C[C@@H]1C	1	/	/	/	9	3	2	5	/
CCc1nnc(NC(=O)c2cccc(S(=O)(=O)N(C)c3ccccc3)c2)s1	-3	-1	3	-23	-2	-4	1	-5	-1
CCS(=O)(=O)N1CCC(C(=O)NCc2ccccc2OC)CC1	-3	1	9	2	0	6	2	0	5
CCOC(=O)C1(Cc2cccc(F)c2)CCN(Cc2cn(CC)nc2C)CC1	0	-8	1	15	7	9	-4	-2	3
CCC(=O)N(Cc1ccco1)c1nc(-c2ccccc2)cs1	5	6	-6	-5	0	3	0	5	-5
O=C(c1ccc(-n2c(SCc3cccc(F)c3)nc3ccccc3c2=O)cc1)N1CCOCC1	3	-5	5	3	2	38	2	1	-2
Cc1cc(C)cc(C(=O)N2CCN(c3ccccn3)CC2)c1	0	1	3	-7	2	14	2	-3	3
CCOc1cc(CNCCSc2nnnn2C)cc(Br)c1OCc1ccccc1F	-5	0	-4	0	4	-53	25*	3	-2
COc1ccc(C2NC(C(=O)O)CS2)cc1COCC(F)(F)F (centres undefined)	3	-1	0	-3	/	11	-1	/	0
C#CC(=O)N(c1ccc(OC)cc1OC)C(C(=O)NC1CCCC1)c1cccs1 (centres undefined)	-1	-4	-4	15	4	10	5	4	2
C/C=C/c1ccc(Oc2nnnn2-c2ccc(C(N)=O)cc2)c(OC)c1	-1	-3	-4	-5	2	-20	0	3	-1
CCCc1ccc(OCc2ccc(C(=O)NCc3cccnc3)o2)c(OC)c1	-1	4	-2	8	3	-9	5	1	-2
COC(=O)c1ccc(C(=O)OC)c(NC(=O)CN(C)Cc2cccc(Cl)c2Cl)c1	-2	-10	-9	-3	0	-15	0	-1	-1

Entries from the list above containing a COOH group:
SMILES	PAD4 FP inh	PME-1 inh	LYPLA2 counter	GSTO1 counter	PAFAH1B3 FP inh	PREPL inhibitor	pPAFAH inh	PAFAH1B2 FP inh	LYPLA1 counter
COc1cc2ccccc2cc1C(=O)NC(=S)Nc1cccc(C(=O)O)c1	2	-17	-4	-5	/	-5	-5	/	-5
COc1ccc(C2NC(C(=O)O)CS2)cc1COCC(F)(F)F (centres undefined)	3	-1	0	-3	/	11	-1	/	0
